# PTEN del growth: growth suppression of PTEN-null HCT116, primary screen, cell-based, CellTiter-Glo | AID 827, 2007 | hit rate 1.2% among 140,000 | HCT116 PTEN-null viability, 60 h; hits give low values | viability, % at 10 µM;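 active means viability at or below a set limit, 4 SD under the median of all tested compounds, cut at about 3.7% in these data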;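 further: PTEN knockout HCT116 line with beta catenin targeted HCT116 as companion control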
# Measles CPE: compounds protecting cells from measles virus cytopathic effect, primary screen, measles RdRp inhibitor project, single point, MLSMR library, absorbance | AID 841, 2007 | Measles virus-infected cells, CPE protection | protection (pct of control), % at 4 µM | hit rate 1.5% among 140,000; in the data active means protection mostly above about 24%, no sharp cut-off; inactive means mostly below about 26%; further: some compounds called inactive have numbers as strong as hits
# E-sel TNF inh: E-selectin induction blockers in HUVEC – imaging, immunofluorescence, high content, primary screen. hit rate 0.71% among 120,000. AID 1246, 2008. inhibition, % at 2 µM. HUVEC TNFa-induced E-selectin immunofluorescence;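 active means inhibition above the batch mean plus 3 SD, and confirmed as a hit on visual image review, cut at about 43% in these data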;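 further: 0% = TNF-stimulated DMSO wells and 100% = unstimulated control wells; not every result past the cut was called active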
# BB579 growth dn: growth inhibitors of yeast BB579 in restrictive medium, primary screen, yeast lifespan-shortening project, S. cerevisiae. OD615, 48 h. inhibition, % at 10 µM. hit rate 0.51% among 140,000;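 active means inhibition above a set limit, 3 SD over the mean compound inhibition, cut at about 44% in these data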; further: inactives centre near -24
#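 Test system: S. cerevisiae DeaD strain BB579 yeast; Medium: restrictive CSMM-D medium; Compound: one dose, 10 µM compound with 0.25% DMSO; Incubation: 4 h cell preincubation, 48 h compound exposure, 30 °C humidified; Signal: OD at 615 nm; Benchmarks: amphotericin B at 10 µg/mL as positive control.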
# GALR2 blocker: GALR2 antagonists in receptor-expressing cells, primary screen; antagonist mode; inhibition, % at 4 µM; Galanin receptor type 2 (Homo sapiens), O43603; hit rate 0.39% among 140,000; in the data active means inhibition above about 27%;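 further: cells stimulated with galanin 1-16 at roughly its EC80; 0% = agonist challenge control and 100% = basal control without agonist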
# Target sequence (O43603 whole entry, looked up): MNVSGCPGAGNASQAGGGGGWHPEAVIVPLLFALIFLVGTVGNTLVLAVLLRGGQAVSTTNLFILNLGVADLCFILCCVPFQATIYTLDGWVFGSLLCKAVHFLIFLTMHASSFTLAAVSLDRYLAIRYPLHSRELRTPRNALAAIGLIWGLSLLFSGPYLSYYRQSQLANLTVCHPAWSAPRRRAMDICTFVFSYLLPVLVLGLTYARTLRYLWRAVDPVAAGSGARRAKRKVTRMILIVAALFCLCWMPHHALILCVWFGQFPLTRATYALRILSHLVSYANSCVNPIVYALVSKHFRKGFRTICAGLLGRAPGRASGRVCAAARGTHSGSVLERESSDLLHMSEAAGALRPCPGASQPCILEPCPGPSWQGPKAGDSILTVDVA
# MRP-1 activ: H69AR viability gain despite doxorubicin, primary screen, MRP-1 activator project, H69AR cells, CellTiter-Glo; viability rescue; viability increase, % at 10 µM; hit rate 0.61% among 140,000; AID 799, 2007;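 active means viability gain under doxorubicin at or above a set limit, the compound median plus 3 SD, cut at about 4.7% in these data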;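 further: MRP-1 overexpressing cells given doxorubicin 25 µM after compound pretreatment; 18-22 h compound pretreatment then 72 h with doxorubicin before readout; 0% = doxorubicin-only wells and 100% = vehicle-treated cells without doxorubicin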
# Yeast lifespan up: compounds extending yeast replicative lifespan, primary screen, S. cerevisiae, OD615; S. cerevisiae growth with nicotinamide; deaD strain in restrictive glucose medium; inhibition of the nicotinamide effect, % at 10 µM; hit rate 0.68% among 130,000; AID 775, 2007;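 active means inhibition above a set limit, placed 3 SD over the median of all compounds, cut at about 26% in these data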;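 further: 0% = nicotinamide-treated wells and 100% = cells grown without nicotinamide; some compounds called inactive have numbers as strong as hits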
#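 Buffer or medium: CSMM-D glucose medium, restrictive; test system: modified budding yeast, DeaD strain; compound: single dose 10 µM compound, 0.25% DMSO; schedule: culture preincubation 4 h, compound exposure 48 h, both 30 °C; detection: optical density (absorbance) at 615 nm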
# Phagocytosis inh: inhibitors of macrophage phagocytosis, primary screen, imaging, J774A.1 cells, IgG beads; J774A.1 macrophage IgG-bead phagocytosis; inhibition, % at 5 µM; hit rate 0.07% among 110,000;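 active means inhibition above the mean of the plate negative controls plus 5 SD, cut at about 13% in these data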;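 further: phagocytic index as fraction of beads internalized from green versus red external bead signal; plate controls were DMSO negative control for no effect and cytochalasin-D positive control for full effect; some results beyond the cut were filed as inactive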
# NPY-Y2 antag: NPY-Y2 receptor antagonists, primary screen, cell-based | Neuropeptide Y receptor type 2 (Homo sapiens), P49146 | NPY-Y2 expressing cells, antagonist mode | inhibition, % at 2.7 µM | hit rate 0.99% among 140,000 | AID 793, 2007; in the data active means inhibition above about 17%;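 further: 0% = vehicle with agonist challenge and 100% = reference antagonist with challenge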
# Target sequence (P49146 whole entry, looked up): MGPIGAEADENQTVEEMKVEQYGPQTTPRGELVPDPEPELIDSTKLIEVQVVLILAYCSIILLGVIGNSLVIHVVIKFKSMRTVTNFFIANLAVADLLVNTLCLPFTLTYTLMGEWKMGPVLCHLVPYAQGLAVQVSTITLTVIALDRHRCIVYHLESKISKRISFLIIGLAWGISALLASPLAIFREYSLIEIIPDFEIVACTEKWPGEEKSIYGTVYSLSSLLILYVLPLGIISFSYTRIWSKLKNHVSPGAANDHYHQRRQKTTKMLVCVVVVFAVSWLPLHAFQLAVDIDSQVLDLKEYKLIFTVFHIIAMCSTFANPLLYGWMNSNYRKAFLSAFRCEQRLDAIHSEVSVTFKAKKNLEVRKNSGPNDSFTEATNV
# HCT116 bCat-KO: primary screen for growth suppressors in beta-catenin knockout HCT116 cells (colon tumor, human) | HCT116 beta-catenin knockout viability, CellTiter-Glo, 60 h; hits give low values | AID 818, 2007 | viability, % at 10 µM | hit rate 1.5% among 140,000;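 active means viability at or under a set limit, the compound median less 4 SD, cut at about 6% in these data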;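 further: 0% = Hyamine 1622 control at 20 µM and 100% = untreated cell control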
# An asterisk follows results filed as active; . = not tested or not shown; & = joins results of further samples. This is a random part of the collection. Share with any hit: about 6.1%.
# Values run as follows: PTEN del growth, Measles CPE, E-sel TNF inh, BB579 growth dn, GALR2 blocker, MRP-1 activ, Yeast lifespan up, Phagocytosis inh, NPY-Y2 antag, HCT116 bCat-KO
- CCOC(=O)C1=C(C)N(c2ccccc2)C(=O)/C1=C\c1ccco1
 : 89, 10, ., -47, -4, -1.8, 2, 6, 8, 86
- CCOC(=O)Cc1nnc(NC(=O)CSc2ccc(Cl)cc2)s1
 : 92, 6, 67*, -2, 0, -1.1, 2, -2, 12, 92
- CN(C)C(=O)CN(c1ccc2c(c1)OCO2)S(C)(=O)=O
 : 90, 4, -6, -17, -2, -3.6, -15, 5, 1, 84
- CCCCNC(c1ccccc1)c1ccncc1 (configuration not stated)
 : 102, 1, -9, 3, -2, 0.1, -5, -1, 0, 109
- Cn1c2c(c(=O)n(C)c1=O)C(c1ccccc1Cl)CC(=O)N2 (configuration not stated)
 : 82, 14, 1, 4, -5, -4.2, -6, -1, 3, 81
- COc1ccc(/C=C2\CCn3c2nc2cc(C(=O)O)ccc2c3=O)cc1O
 : 96, 3, -16, -41, -3, 2.7, -3, 5, 0, 94
- C=CCc1cc(OC)ccc1OCC(O)CN1CCN(c2ccc(OC)cc2)CC1 (configuration not stated)
 : 72, 8, -1&15, -37, -7, -1.4, -13, ., 4, 62
- Cn1c(=O)cc(SCC(=O)Nc2ccccn2)c2ccccc21
 : 94, 6, ., -4, 13, -0.7, -7, -3, 2, 94
- Cc1nnc(N(C)C(=O)c2ccccn2)s1
 : 93, 53*, -1, -47, 5, 0.0, -14, ., 0, 72
- CCN(CC)C(=O)CSc1nc(O)c(Cc2ccccc2)c(=O)n1-c1ccccc1
 : 94, 10, -37, -11, 0, -1.1, -25, ., -2, 97
- c1ccc(-c2nc3cc4ccccc4cc3[nH]2)nc1
 : 40, 10, -24, 4, 17, -2.0, -12, -1, 5, 40
- Cc1ccc2c3c(c(SCC(=O)Nc4nonc4C)nc2c1)CCCC3
 : 100, 2, -19, -47, 11, -3.1, -3, -1, 13, 93
- O=C(Cc1cccs1)Nc1nc2c(ccc3ccccc32)s1
 : 102, 2, -30, -28, 7, -4.5, -6, 7, 2, 93
- Cc1ccc(NC(=O)CNC(c2ccccc2)c2ccccc2)c(F)c1
 : 85, 17, 10, -35, 1, -0.7, 0, -2, 10, 87
- CCc1cc2ccc(OC)cc2nc1SCC(=O)Nc1cc(C)on1
 : 82, 6, 25, -18, -11, -1.4, -9, 0, 4, 85

# Measles CPE: hit marks shown above
molecule	Measles CPE	E-sel TNF inh	GALR2 blocker	Yeast lifespan up	Phagocytosis inh	NPY-Y2 antag
Cc1nnc(N(C)C(=O)c2ccccn2)s1	53*	-1	5	-14	.	0

# A portion taken from the entries so far, as a working copy:
# Values run as follows: PTEN del growth, Measles CPE, E-sel TNF inh, BB579 growth dn, GALR2 blocker, MRP-1 activ, Yeast lifespan up, Phagocytosis inh, NPY-Y2 antag, HCT116 bCat-KO
- Cc1ccc(NC(=O)CNC(c2ccccc2)c2ccccc2)c(F)c1
 : 85, 17, 10, -35, 1, -0.7, 0, -2, 10, 87
- CCc1cc2ccc(OC)cc2nc1SCC(=O)Nc1cc(C)on1
 : 82, 6, 25, -18, -11, -1.4, -9, 0, 4, 85

# Remaining list, next part.
# Values run as follows: PTEN del growth, Measles CPE, E-sel TNF inh, BB579 growth dn, GALR2 blocker, MRP-1 activ, Yeast lifespan up, Phagocytosis inh, NPY-Y2 antag, HCT116 bCat-KO
- CC(C)(C)C(=O)/C=c1\[nH]c(=O)/c(=C\c2ccc(C#N)cc2)s1
 : 30, 6, 6, -91, 7, -1.6, -6, -1, 6, 29
- Cc1nc(NC(=O)C(C)Oc2cccc(Cl)c2)sc1C(=O)N(C)C (configuration not stated)
 : 88, 8, ., -25, -2, 0.7, -2, -2, 7, 85
- S=c1[nH]nc(C2CCCCC2)n1/N=C/c1ccco1
 : 95, 10, 2, -10, -7, -3.0, 4, -4, 2, 84
- COC(=O)c1ccc(NC(=O)Cn2nnc3ccccc32)cc1
 : 86, 10, -19, -11, -2, -1.0, -17, ., -2, 88
- COCCn1c(C)cc2c(c1=O)C(c1ccccc1F)C(C#N)=C(N)O2 (configuration not stated)
 : 101, 4, -27, -36, -1, -2.9, -17, ., 0, 91
- CC(=O)Nc1cccc(OCC(O)Cn2c(C)nc3ccccc32)c1 (configuration not stated)
 : 86, 5, -6, -34, 1, -0.3, ., ., -1, 87
- CC1CC(NC(=O)N(C)C)N(C)C(=O)N1 (configuration not stated)
 : 93, 10, 4, -45, 0, -1.1, 7, -2, 0, 83
- c1ccc(-c2noc(-c3ccc4ccccc4c3)n2)nc1
 : 61, 5, -33, -34, 2, -4.3, -23, -2, 2, 65
- COc1ccc(C(=O)/C=C/Nc2ccc(S(=O)(=O)Nc3onc(C)c3C)cc2)cc1
 : 101, 43*, -4, -22, 9, -1.1, 5, -2, 2, 102
- COc1ccc(OC)c(CNC(=O)CCCc2cn(C)c3ccccc23)c1
 : 84, 13, 2, -2, -9, 0.5, 5, ., 2, 90
- Cc1ccccc1N1CC(=O)N(c2ccccc2C)CC1=O
 : 100, 3, -14, -1, 1, -0.1, -4, -1, 2, 92
- CCOc1ccc(N(C(=O)/C=C/C(=O)Nc2cc(C)on2)C(C(=O)NC2CCCC2)c2ccccc2C)cc1 (configuration not stated)
 : 6, 1, 44, -24, 4, -4.6, -2, ., 2, 9
- CCOC(=O)N1CCN(C(=O)C2CCC(CNS(=O)(=O)c3ccc(Cl)cc3)CC2)CC1 (configuration not stated)
 : 104, 14, ., -34, -5, -0.8, -4, ., 0, 104
- C/C(=N/NC(=O)c1ccccc1O)c1ccc(N2C(=O)C3CCCCC3C2=O)cc1 (configuration not stated)
 : 94, 33, -7, -67, -17, -1.5, -9, ., 1, 94
- CN1CCc2nc3ccc(Cl)cc3c(-c3ccccc3Cl)c2C1
 : 72, 28, 16, -13, -5, -0.3, -4, -6, 6, 78
- Cc1nn(CC(=O)N(C)Cc2ccc(F)cc2)c(C)c1[N+](=O)[O-]
 : 96, 22, ., 12, -2, 0.1, 2, -3, 0, 96
- COC(=O)C1=CN(CC2CCCO2)C=C(C(=O)OC)C1c1ccccc1C(F)(F)F (configuration not stated)
 : 95, 6, -24, -23, -8, -2.9, -6, -2, 1, 90
- CCS(=O)(=O)Nc1cccc(C2=NN(S(=O)(=O)c3ccc(F)cc3)C(c3cccs3)C2)c1 (configuration not stated)
 : 86, 33, ., -49, 7, -3.3, 2, -8, 6, 94
- CC(CN1CCCCC1)OC(=O)C1c2ccccc2Oc2ccccc21 (configuration not stated)
 : 98, 6, -20, -16, 7, -2.5, -3, 2, 5, 94
- O=S(=O)(c1ccccc1)c1nc(-c2ccco2)oc1NCc1ccco1
 : 92, 17, -1, -44, 0, -1.1, -5, 0, 3, 111
- CN(Cc1ccccc1)c1ccc(S(=O)(=O)N2CCOCC2)cn1
 : 81, 11, 10, 2, 2, -0.4, -14, 0, 4, 73
- CCCN1C(=O)c2cc(C(=O)O)ccc2C1O (configuration not stated)
 : 93, 9, ., -33, 1, -0.5, -6, 0, 3, 92
- Cc1ccccc1-n1c(C)nnc1SCc1nc2ccccc2s1
 : 95, 3, ., -69, -7, -1.3, -4, -1, 6, 86
- O=C(NC1CCCC1)c1ccccc1-c1nc2ccccc2[nH]1
 : 94, 2, -11, -42, -15, -1.0, -13, 2, 1, 85
- Cn1c(CCNC(=O)c2ccccc2)nc2ccccc21
 : 99, 2, -21, -8, 5, 0.2, ., ., 1, 89
- O=C(CC12CC3CC(CC(C3)C1)C2)NCC(=O)OCc1cc(=O)oc2ccc3ccccc3c12
 : 90, 30, -20, -37, -1, 2.6, 1, -3, 1, 99
- COc1ccc(CNC(=O)CCCNS(=O)(=O)c2cccc3nonc23)cc1
 : 109, 14, -45, -37, 9, 0.4, -1, -2, 2, 100
- CCOc1cc(C2CC(=O)N3CN(C4CCCCC4)CSC3=C2C#N)ccc1O (configuration not stated)
 : 96, 14, ., -35, 7, -1.1, -11, 0, 1, 96
- CC(C)(C#CCN1CCCCC1)OCCOC(c1ccccc1)c1ccccc1
 : 64, 6, ., -14, -1, 0.9, 1, -11, 11, 62
- Nc1nnnn1/N=C/C(Br)=C/c1ccccc1
 : 3.2*, 1, 34, -29, 30*, -4.4, 1, -3, 0, 7

# Further compounds:
Compound,PTEN del growth,Measles CPE,E-sel TNF inh,BB579 growth dn,GALR2 blocker,MRP-1 activ,Yeast lifespan up,Phagocytosis inh,NPY-Y2 antag,HCT116 bCat-KO
CCOC(=O)Cc1csc(NS(=O)(=O)c2ccc3c4c(cccc24)C(=O)N3CC)n1,93,7,-26,-58,13,-1.7,-12,-2,11,94
CCS(=O)(=O)N1CCC(c2nc(-c3ccc(C)cc3)no2)CC1,91,6,-7,2,3,-0.5,60*,0,1,96
Cc1noc(C)c1C(=O)OCC(=O)NC1CC1,89,4,.,-46,-5,-1.0,-14,1,6,83
Cc1cc(C(F)F)n2ncc(C(=O)NCCc3ccccc3Cl)c2n1,82,2,1,-21,-5,-0.1,-14,0,4,81
Cc1ccc(-c2cc(C(=O)NCCN3CCOCC3)no2)cc1,98,6,-15,-28,-11,-0.7,-10,-1,2,90
Cc1cc(C)cc(-n2ccnc2SCC(=O)Nc2nccs2)c1,95,4,-1,3,-5,1.5,-2,0,1,83
CC1CCc2nc(NC(=O)c3ccco3)sc2C1 (configuration not stated),74,8,7,-10,0,-3.8,-7,2,4,85
CCOC(=O)c1[nH]c(C)c(C(=O)Nc2ccc(C)cc2C)c1C,23,4,.,-5,23,-4.7,-5,0,2,29
CCOc1ccc(C(=O)N2CCCC2)cc1OC,100,33*,11,-28,-6,0.3,-3,0,-1,96
COc1ccc(NC(=O)c2cc3sccc3n2Cc2ccc(F)cc2)cc1OC,50,1,-35,-51,8,0.3,3,.,0,59
CCOC(=O)C1=C2SCC(=O)N2C(N)=C(C#N)C1,92,24,-36,-43,6,-1.6,-19,0,-1,96
NC(=NCCc1c[nH]c2ccccc12)NS(=O)(=O)c1cc(F)ccc1F,86,21,.,-45,2,-1.6,2,-10,-1,92

# Gathered by group, the compounds so far with a COOH group.
Compound,PTEN del growth,Measles CPE,E-sel TNF inh,BB579 growth dn,GALR2 blocker,MRP-1 activ,Yeast lifespan up,Phagocytosis inh,NPY-Y2 antag,HCT116 bCat-KO
COc1ccc(/C=C2\CCn3c2nc2cc(C(=O)O)ccc2c3=O)cc1O,96,3,-16,-41,-3,2.7,-3,5,0,94
CCCN1C(=O)c2cc(C(=O)O)ccc2C1O (configuration not stated),93,9,.,-33,1,-0.5,-6,0,3,92
